Assay outcomes deposited in PubChem BioAssay by several laboratories.
eLon inh = E. coli protease La inhibition | purified E. coli Lon protease, fluorescence polarization | hit rate 0.42% among 360,000 | AID 602123 | inhibition, % at 7.94 µM | P0A9M0; in the data active = inhibition above about 13%, passing the limit was not always enough;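 note: 0% = enzyme with probe and DMSO and 100% = no enzyme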
Target sequence (P0A9M0 whole entry, looked up): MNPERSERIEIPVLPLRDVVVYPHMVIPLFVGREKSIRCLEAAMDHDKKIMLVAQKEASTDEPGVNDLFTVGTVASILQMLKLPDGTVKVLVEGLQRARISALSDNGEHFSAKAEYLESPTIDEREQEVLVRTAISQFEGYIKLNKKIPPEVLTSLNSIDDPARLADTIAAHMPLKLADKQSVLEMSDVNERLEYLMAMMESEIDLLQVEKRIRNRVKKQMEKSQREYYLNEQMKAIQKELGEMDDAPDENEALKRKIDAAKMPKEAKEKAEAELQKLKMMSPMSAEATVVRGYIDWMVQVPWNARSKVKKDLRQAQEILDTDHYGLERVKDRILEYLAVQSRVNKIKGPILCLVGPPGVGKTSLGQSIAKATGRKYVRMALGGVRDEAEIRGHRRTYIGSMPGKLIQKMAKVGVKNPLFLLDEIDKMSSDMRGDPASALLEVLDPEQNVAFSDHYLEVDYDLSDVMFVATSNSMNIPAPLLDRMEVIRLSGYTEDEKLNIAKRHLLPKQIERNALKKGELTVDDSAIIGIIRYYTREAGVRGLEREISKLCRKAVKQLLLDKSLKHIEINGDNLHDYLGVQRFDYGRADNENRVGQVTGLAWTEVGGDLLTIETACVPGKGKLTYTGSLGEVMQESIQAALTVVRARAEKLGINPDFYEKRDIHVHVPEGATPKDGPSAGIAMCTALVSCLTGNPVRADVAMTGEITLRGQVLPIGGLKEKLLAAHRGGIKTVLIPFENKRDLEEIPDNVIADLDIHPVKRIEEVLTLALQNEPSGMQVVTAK
SKN-1 inh = blocks SKN-1 activity in C. elegans | C. elegans VP596 Pgst-4::GFP/RFP ratio, acrylamide-induced, 24 h | inhibition, % at 21.8 µM | hit rate 0.49% among 360,000 | AID 624304;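 active = interference check ratio from 0.5 to 1.5 plus GFP to RFP signal ratio inhibition reaching or exceeding a fixed threshold, cut at about 30% in these data, passing the limit was not always enough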; note: some compounds called inactive have numbers as strong as hits
MsrA act = activators of bovine methionine sulfoxide reductase A | purified bovine MsrA, absorbance read-out | activation, % at 10.6 µM | hit rate 0.3% among 360,000; in the data active = activation above about 7.5%;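 note: 0% = vehicle and 100% = reference activator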
FAS TE block = FAS thioesterase (human) inhibition. inhibition, % at 15 µM. recombinant FAS-TE, OMFH fluorogenic substrate, fluorescence endpoint. P49327. hit rate 0.67% among 360,000;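 active = compounds whose normalised, plate-corrected inhibition of enzyme fluorescence in the single-dose primary screen is 50% or more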;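 note: 0% = DMSO with enzyme and 100% = substrate without enzyme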
Neddylation inh = cullin neddylation inhibition | P61081+Q13564 | TR-FRET cullin neddylation, biochemical | calls only at 25 µM | hit rate 0.58% among 360,000; in the data active = inhibition above about 36%
Rin1 Abl inh = blocks binding of human Rin1 to Abl; P00519+Q13671; TR-FRET Rin1/Abl binding, biochemical; inhibition, % at 7.35 µM; hit rate 0.4% among 360,000; AID 588664; in the data active = inhibition above about 5%, passing the limit was not always enough
MT1-MMP act inh = MT1-MMP (human) activation inhibition | P50281 | HT1080 RFP-PRO-GFP cells, GFP/RFP ratio fluorescence, overnight; percent of plate control window, DMSO zero | GFP/RFP ratio change, % at 20 µM | hit rate 0.061% among 360,000 | AID 651647;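 active = GFP/RFP ratio change of at least 30% with cell ATP level not reduced by more than half and red fluorescence within 50% of control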; note: strong numbers were not always called active
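Compound: 20 µM single dose, 1% DMSO / System: HT1080 RFP-PRO-GFP cells / Controls: DMSO and RFP-L50D-GFP cell wells / Read-out basis: GFP/RFP fluorescence ratio / Schedule: overnight compound exposure at 37 °C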
NRP1-CendR mod = modulators of CendR peptide binding to human neuropilin-1; O14786; inhibition, % at 25 µM; FAM-RPARPAR peptide binding to NRP-1, fluorescence polarization; AID 602438; hit rate 0.85% among 360,000;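 active = inhibition or corrected inhibition above about 18%, plus a signal ratio from 0.5 to 1.5, limit read from the data, passing the limit was not always enough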; note: strong numbers were not always called active
MsrA inh = inhibitors of bovine MsrA; purified bovine MsrA, absorbance read-out; inhibition, % at 15.5 µM; hit rate 0.75% among 360,000; AID 651718; in the data active = inhibition above about 4.5%;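 note: 0% = vehicle wells with enzyme and 100% = reference inhibitor wells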
* = called active by the depositor; i = inactive; . = not tested or not shown.

SMILES	eLon inh	SKN-1 inh	MsrA act	FAS TE block	Neddylation inh	Rin1 Abl inh	MT1-MMP act inh	NRP1-CendR mod	MsrA inh
CC(Oc1ccccc1Cl)c1nnc(N)s1 (stereo not drawn)	-2.6	-20.0	-12.0	-16.9	i	1.6	-7.2	2.3	-0.1
CC(=O)c1ccc(OCCCC(=O)NC2CCCCC2C)cc1 (stereo not drawn)	4.0	6.5	-2.1	-0.4	i	1.1	3.4	10.0	-1.0
COC(=O)c1cc(NC(=O)c2ccoc2C)cc(C(=O)OC)c1	-0.5	-5.9	0.3	0.2	i	2.6	-3.2	5.7	0.8
CC(=O)N1CCN(c2ncnc3sc(-c4ccccc4)cc23)CC1	0.4	10.6	-4.1	-0.3	i	0.1	-4.2	3.3	0.9
Cn1cccc1C(=O)NC(=O)COC(=O)c1ccc(S(C)(=O)=O)cc1	-4.2	16.8	1.0	-4.2	i	2.9	3.1	4.4	-0.4
Cc1ccc(CC2CC(=O)N(C(Cc3ccccc3)C(=O)O)C2=O)cc1 (stereo not drawn)	8.6	-2.4	-1.9	-5.3	i	2.8	0.7	4.8	1.2
O=[N+]([O-])c1ccc(C[n+]2ccc(Cc3ccccc3)cc2)cc1	-5.0	-4.6	2.2	5.2	i	0.9	-0.8	11.0	1.4
Cc1nnc(SCC(=O)Nc2cccc(Cl)c2)n1CC1CCCO1 (stereo not drawn)	-5.4	-5.8	-2.4	-3.2	i	-0.6	1.2	6.2	-0.1
CCn1c(=O)n(CC)c2cc(S(=O)(=O)Nc3ccccc3C)c(C)cc21	-6.2	-25.6	-2.5	-0.8	i	0.7	5.5	13.3	1.7
CCOc1cc(/C=C/C(=O)O)ccc1OCCOc1ccc(F)cc1	-2.5	2.1	-1.7	-6.2	i	1.6	2.8	6.6	-0.8
CCOC(=O)C12CNC(=O)C(C(=O)OCC)(CNC1=O)C2	-3.5	-6.8	1.6	-3.8	i	-3.1	0.5	3.3	-0.2
CCOC(=O)C(=NCCCN(C)C)NNc1cc(C(F)(F)F)ccc1Cl	-3.2	-0.5	-5.3	-3.1	i	-3.2	-2.9	16.7	-1.6
COc1ccc(Cl)cc1-c1nc(SCC(=O)NC2CC2)n[nH]1	1.7	10.0	-2.0	-6.7	i	-0.3	1.4	16.7	-0.6
CC(C)(C)OC(=O)N[C@H](Cc1ccccc1)C(=O)N1CCC(C(=O)O)CC1	-0.7	16.7	0.8	-4.1	i	-0.6	-3.3	11.5	-0.5
Cc1cccc(C)c1NS(=O)(=O)c1ccc2c(c1)NC(=O)CO2	12.7	9.0	-1.6	-2.7	i	3.3	8.5	10.8	-0.2
COc1cccc(NC(=O)NC2(C(=O)N3CCN(C)CC3)CCCCC2)c1	-0.7	-6.6	-1.5	-4.1	i	-1.8	-0.5	-0.3	1.3
COC(=O)c1cn(C(=O)c2cccc(Br)c2)c2ccccc12	-7.1	12.6	-2.6	17.5	i	-0.5	-0.9	0.0	0.2
Cc1ccc(NC(=O)COC(=O)c2cc(=O)c3ccccc3o2)c(Br)c1	-16.3	-4.1	-13.7	-3.6	i	-0.3	-0.8	13.0	0.1
O=C(COC(=O)c1cc(=O)[nH]c2ccccc12)c1ccc(Br)cc1	8.9	2.1	-0.8	2.8	i	-0.2	3.9	1.3	0.1
CCC(C(=O)NCCCN1CCN(CC)CC1)n1nc(C)n2c(cc3occc32)c1=O (stereo not drawn)	-9.7	1.4	0.3	-5.9	i	1.2	-2.4	0.6	0.4
COc1ccc(C(=O)OCC(=O)Nc2sccc2C(N)=O)cc1OC	4.0	-7.0	-1.1	-1.5	i	0.8	0.9	-31.8	-1.0
Cc1ccc(C(=O)CSc2nnc(-c3snnc3C)n2C2CC2)cc1	-0.2	15.8	-3.7	-2.2	i	-0.7	2.9	0.9	-0.6
Cc1ncc(NS(=O)(=O)c2ccc(N)cc2)nc1C	-2.8	-1.2	-2.3	-6.2	i	-0.4	-0.7	14.2	0.2
COc1ccc(CN2CCNC(=O)C2CC(=O)NC2CCCCCCC2)cc1OC (stereo not drawn)	-5.2	0.2	-2.6	-2.7	i	1.0	0.9	-10.9	-0.2
Cc1ccc(-c2c(C(=O)N/N=C/C3CCCCC3)nnn2-c2nonc2N)cc1	-4.4	13.8	-3.9	-3.4	i	-1.3	1.4	9.1	0.0
CC(Sc1nnc(C(F)(F)F)n1C)C(=O)Nc1ccc(N2CCOCC2)cc1 (stereo not drawn)	3.1	20.1	-0.1	-10.1	i	-1.6	-1.1	-4.2	-0.7
O=C(NC1CC1)c1ccc(NC(=O)C2CCC2)cc1	-3.2	-0.2	-4.2	-9.6	i	2.0	2.9	-12.8	-0.4
O=C(Oc1cccc(C(=O)N2CCOCC2)c1)c1ccc(Br)cc1	-11.1	-3.2	-2.5	-7.6	i	0.3	1.1	-12.8	-1.0
Cc1cc(NC(=O)CSc2nccn2-c2ccc([N+](=O)[O-])cc2)no1	-6.6	-8.3	-1.4	3.9	i	-6.9	5.2	1.0	-0.4
CC(=O)Nc1ccc(OCC(O)Cn2c3ccccc3c3ccccc32)c(C)c1 (stereo not drawn)	1.0	2.8	-6.4	13.9	i	3.4	-11.1	-2.2	0.7
CC(=O)c1sc(N2CCOCC2)nc1-c1ccccc1	-7.6	10.4	-2.5	-5.2	i	-0.7	-0.3	30.5*	0.6
CCOc1ccc(NC(=O)Nc2ccon2)cc1	-0.1	-8.3	2.0	-0.9	i	1.5	3.7	6.3	-0.2
CCN(c1cccc(C)c1)S(=O)(=O)c1ccc2c(c1)NC(=O)CCS2	-0.3	10.4	-4.8	0.2	i	2.3	-6.9	21.3	1.0
COc1cccc(OC)c1C(=O)Nn1c(C2CCC2)nc2ccccc2c1=O	-4.7	-1.9	9.4*	-3.6	i	1.8	3.0	6.7	-1.3
COC1=NC(=C(c2ccccc2)c2ccccc2)OC1=O	13.6	3.8	-2.6	-5.5	i	0.1	0.0	-49.9	-1.1
CCN1C(=O)C(=O)N(CC(=O)c2[nH]c(C)c(C(C)=O)c2C)C1=O	-2.6	11.4	-2.4	-8.6	i	0.3	0.8	-8.9	-0.9
FC(F)(F)c1cc(Oc2ccccc2)nc(-c2ccccn2)n1	-5.8	14.6	9.7*	-3.6	i	3.3	-1.3	-5.2	-0.5
CCCCCCCCN1C(=O)[C@H](CC(=O)N2CCN(C(=O)C3CC3)CC2)C[C@@]2(C(=O)OC)CC(C)(C)CC=C12	.	1.8	.	.	i	.	-3.6	11.6	2.2
COc1ccc([N+](=O)[O-])cc1NC(=S)NC(NC(=O)C(c1ccccc1)c1ccccc1)C(Cl)(Cl)Cl (stereo not drawn)	0.7	14.1	-2.3	41.0	i	1.3	-16.5	1.6	1.1
Cc1ccc(-n2c(Cc3cccn3C)nnc2SCC(=O)Nc2nnc(C)s2)cc1	-4.1	2.0	-1.6	-7.1	i	-2.4	3.0	-5.0	0.5
Cc1ccc(CNC(=O)[C@H](C)N2C(=O)N3CCc4c([nH]c5ccccc45)[C@@]3(C)C2=O)cc1	-7.6	11.6	-0.1	5.7	i	0.8	0.7	1.6	1.4
Cc1ccc2c(c1)N(CC(=O)N1CCC(O)CC1)C(=O)CO2	2.1	13.7	-1.4	-0.9	i	3.0	-1.7	7.1	0.6
COc1cc2[nH]c3c(=O)n(CCN4CCCCC4)cnc3c2cc1OC	-4.2	-12.6	-10.8	-7.2	.	2.4	20.6	7.1	1.6
CCOc1ccccc1/C=C(\C#N)C(=O)Nc1cccc(C(=O)O)c1	-1.6	8.5	-0.1	6.9	i	1.2	-16.7	-14.6	2.0
O=C(Nc1ccc(NC(=O)c2cc3ccccc3o2)cc1)c1ccc2c(c1)OCCO2	-13.0	-1.3	-5.3	3.6	.	-2.2	6.1	-1.2	-0.6
CN(CC(=O)NCc1cccnc1)S(=O)(=O)c1cc(Cl)ccc1Cl	-4.7	-20.5	-2.4	-3.7	i	-2.6	0.7	-6.3	0.0
O=C(NCc1cccc(Cl)c1)c1ccc(N2CC3CC(C2)c2cccc(=O)n2C3)c(NC(=O)c2cccnc2)c1 (stereo not drawn)	5.5	5.5	-1.3	-2.8	i	-0.9	-2.2	-9.0	0.4
CCOC(=O)CSc1nnc2c3ccccc3n(C)c2n1	0.9	-3.1	-3.6	-4.5	i	-7.5	-2.5	26.0*	1.9
O=C(CCc1nc2ccccc2c(=O)[nH]1)OCC(=O)c1cccc(Cl)c1	-6.7	-3.8	-13.5	-1.7	i	0.4	-0.7	6.1	0.9
Nc1nc2ccc(OC(F)(F)F)cc2s1	-0.3	2.8	-2.5	2.4	i	-1.0	2.0	-4.4	0.8
O=C(c1cccc(C(=O)N2CCN(c3ccccc3F)CC2)n1)N1CCN(c2ccccc2F)CC1	8.4	28.8	1.9	4.1	i	1.3	-2.4	8.1	-0.7
C=CCN(CC=C)C(=S)NC(=O)c1ccc(-c2ccccc2)cc1	-13.4	-6.9	-2.1	21.8	i	-2.0	14.0	-4.3	-0.6
COc1ccc(NC(=O)CSc2nnc(-c3ccccn3)n2Cc2ccco2)cc1OC	-8.2	13.5	-4.8	-3.8	i	-3.1	2.1	-0.5	0.5
CN(C(=O)C(Cl)Cl)C1CC2C=CC1C2 (stereo not drawn)	-0.1	7.0	6.1	-2.5	i	-3.1	0.0	-8.7	-0.1
CCC(C)[C@H]1CNC(=O)C(=O)N1CCc1cccc(F)c1 (stereo partly drawn)	-2.1	7.9	-2.9	2.0	i	.	8.0	-10.9	0.6
COc1cc2c(cc1O)C(Cc1ccc(O)cc1)NCC2 (stereo not drawn)	-6.3	3.4	-2.8	-11.4	i	4.4	10.4	3.6	3.1
CCc1ccc(C(=O)c2cc3ccc(O)cc3oc2=O)cc1	11.7	18.2	-2.7	-1.3	i	-3.5	-0.6	5.5	0.7
Cc1cc(C)n(-c2nc(N(C)C)nc(N3CCOCC3)n2)n1	12.5	13.2	1.9	-8.6	i	-3.0	2.7	11.8	0.5
Cc1ccc(S(=O)(=O)N2CCCCC2)cc1NC(=O)C1COc2ccccc2O1 (stereo not drawn)	-12.9	4.1	-2.4	7.5	i	1.1	1.7	-2.6	3.0
COc1ccc(N2CCN(C(CNC(C)=O)c3ccco3)CC2)cc1 (stereo not drawn)	-7.0	-8.5	-0.3	-3.2	i	-1.2	-3.4	-2.4	-0.3
O=C(CCl)N(O)c1ccc(C=Cc2ccccc2)cc1	0.1	2.5	-1.9	-31.0	i	1.6	-3.9	2.5	0.0
COCCN(C(=O)CSc1nnc(-c2ccncc2)n1C)c1c(N)n(CC(C)C)c(=O)[nH]c1=O	-6.5	-2.8	-1.5	-11.1	i	3.5	-4.3	8.6	-0.5
CCOc1ccc(C2c3c(oc4ccccc4c3=O)C(=O)N2c2ccc(C)cn2)cc1OC (stereo not drawn)	2.4	-7.4	-0.6	26.2	i	-1.1	0.7	2.7	0.3

5 structures out of the list, arranged by heavy-atom count, falling:
SMILES	eLon inh	SKN-1 inh	MsrA act	FAS TE block	Neddylation inh	Rin1 Abl inh	MT1-MMP act inh	NRP1-CendR mod	MsrA inh
COc1cc2[nH]c3c(=O)n(CCN4CCCCC4)cnc3c2cc1OC	-4.2	-12.6	-10.8	-7.2	.	2.4	20.6	7.1	1.6
COc1ccc(N2CCN(C(CNC(C)=O)c3ccco3)CC2)cc1 (stereo not drawn)	-7.0	-8.5	-0.3	-3.2	i	-1.2	-3.4	-2.4	-0.3
CN(CC(=O)NCc1cccnc1)S(=O)(=O)c1cc(Cl)ccc1Cl	-4.7	-20.5	-2.4	-3.7	i	-2.6	0.7	-6.3	0.0
CCc1ccc(C(=O)c2cc3ccc(O)cc3oc2=O)cc1	11.7	18.2	-2.7	-1.3	i	-3.5	-0.6	5.5	0.7
CN(C(=O)C(Cl)Cl)C1CC2C=CC1C2 (stereo not drawn)	-0.1	7.0	6.1	-2.5	i	-3.1	0.0	-8.7	-0.1
